# Screening results (PubChem)
# ABCB6 inh MLPCN: ABCB6 transporter inhibitors, primary screen, K562-ABCB6 cells, flow cytometry, MLPCN library. ATP-binding cassette sub-family B member 6 (Homo sapiens), Q9NP58. 360,000 compounds, 0.19% hits. fluorescence ratio to DMSO, % at 10 µM. K562-ABCB6 porphyrin accumulation, 1 h; hits give low values;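 active means fluorescence ratio to DMSO below 75%, the collection mean minus 3 SD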;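 further: signal is porphyrin accumulated inside mitochondria; 100% equals median channel fluorescence of DMSO control wells; lower ratio means ABCB6 inhibition with less porphyrin fluorescence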
# MC4R ag barr: MC4R agonists recruiting beta-arrestin, primary screen, cell-based, luminescence, agonist arm of biased-ligand search; Melanocortin receptor 4 (Homo sapiens), P32245; U2OS MC4R beta-arrestin complementation; percent of melanotan II response, DMSO zero; activation, % at 8.9 µM; 360,000 compounds, 0.98% hits; AID 540308, 2011;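 active means activation above a per-plate cutoff, the mean activation of sample wells on that plate plus 3 SD, cut at about 8% in these data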
# H9c2 protect: cardioprotection against H2O2-induced cell death, primary screen, uHTS, H9c2 cells, ATPLite luminescence; H9c2 cardiomyocytes, H2O2 injury protection, 2 h; protection from H2O2 cell death, % at 20 µM; 360,000 compounds, 0.63% hits; AID 588492, 2011;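 active means compounds giving at least 50% protection of heart cells from peroxide-induced death in the single-dose screen, raw or plate-pattern-corrected value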;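 further: 0% = DMSO wells with peroxide and 100% = DMSO wells without peroxide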
# MC4R antagonist: MC4R antagonists of cAMP signaling, primary screen, cell-based, TR-FRET, antagonist arm of biased-ligand search; Melanocortin receptor 4 (Homo sapiens), P32245; MC4R-expressing cells, MTII-stimulated cAMP, LANCE TR-FRET; inhibition, % at 6.5 µM; 360,000 compounds, 0.48% hits; AID 540295, 2011;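 active means inhibition above its plate's cutoff, the mean of tested wells on that plate plus 3 SD, cut at about 29% in these data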;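 further: 0% = Melanotan II alone and 100% = Melanotan II plus saturating MCL0020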
#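 Material: human MC4R-expressing U2OS cells. Probe or stimulus: Melanotan II challenge. Dosing: 6.5 µM single dose. Times: 30-min compound, 1-h challenge, 1-h detection, room temperature. Technique: TR-FRET with Eu-cAMP and labeled anti-cAMP, 671 nm. Replication: singlicate.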
# PDI turbidity: inhibitors of human PDI, primary screen, biochemical, turbidity, single point, plate reader; PDI insulin aggregation turbidity, A650, 90 min; inhibition, % at 10 µM; 350,000 compounds, 0.052% hits; AID 588391, 2011;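 active means mean inhibition across replicates of 30% or more, whatever share of single replicates reach that level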;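 further: absorbance from insulin aggregation driven by PDI reduction with DTT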
# Target sequence (P07237 whole entry, looked up): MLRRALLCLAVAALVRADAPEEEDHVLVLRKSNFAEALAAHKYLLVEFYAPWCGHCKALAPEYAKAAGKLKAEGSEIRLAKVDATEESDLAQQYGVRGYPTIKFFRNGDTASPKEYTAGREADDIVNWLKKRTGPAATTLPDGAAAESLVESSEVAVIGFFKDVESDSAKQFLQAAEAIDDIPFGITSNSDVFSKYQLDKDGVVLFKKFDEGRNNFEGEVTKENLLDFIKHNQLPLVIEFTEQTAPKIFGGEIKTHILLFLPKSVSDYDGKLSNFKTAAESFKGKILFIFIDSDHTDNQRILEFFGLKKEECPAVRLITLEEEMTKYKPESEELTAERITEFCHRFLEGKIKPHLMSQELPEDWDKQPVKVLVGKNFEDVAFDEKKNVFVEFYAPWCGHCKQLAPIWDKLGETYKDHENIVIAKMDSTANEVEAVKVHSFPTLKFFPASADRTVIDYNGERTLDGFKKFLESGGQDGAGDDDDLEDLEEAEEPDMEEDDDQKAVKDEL
# CaV13 FRET inh: Primary screen for inhibitors of IQ motif and Ca2+-dependent inactivation inhibitor domain binding in CACNA1D, Förster resonance energy transfer in living cells, …. HEK cells, CFP/YFP FRET ICDI-IQ, plate reader, 10 min; percent FRET-ratio fall versus neutral wells. inhibition, % at 12.3 µM. 340,000 compounds, 0.098% hits. AID 743397;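 active means mean replicate inhibition of at least 30% and at least 1% of replicates passing that level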;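 further: 0% = median of the neutral control wells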
# aDG glyco up: activators of alpha-DG glycosylation, primary screen, uHTS, Pro5-aDG cells, AlphaScreen; alpha-DG glycosylation AlphaScreen (IIH6); 0% Pro5, 100% B10-LARGE cell signal; activation, % at 10 µM; 360,000 compounds, 0.22% hits; AID 624168, 2012;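 active means activation of at least 8% versus controls, or a plate z-score of at least 8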;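 further: Pro5 are CHO cells carrying HIG-tagged alpha-DG that lacks glycosylation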
# m5-HT2A agonist: mouse Htr2a agonists via beta-arrestin recruitment, primary screen, cell-based, luminescence | 360,000 compounds, 0.66% hits | activation, % at 7.6 µM | CHO-K1 mHTR2A beta-arrestin complementation; percent of 30 µM serotonin response;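 active means activation above a run cutoff, the mean activation of all tested compounds plus 3 SD, cut at about 14% in these data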;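 further: 0% = plate median of compound wells and 100% = 30 µM serotonin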
# Target sequence (P35363 whole entry, looked up): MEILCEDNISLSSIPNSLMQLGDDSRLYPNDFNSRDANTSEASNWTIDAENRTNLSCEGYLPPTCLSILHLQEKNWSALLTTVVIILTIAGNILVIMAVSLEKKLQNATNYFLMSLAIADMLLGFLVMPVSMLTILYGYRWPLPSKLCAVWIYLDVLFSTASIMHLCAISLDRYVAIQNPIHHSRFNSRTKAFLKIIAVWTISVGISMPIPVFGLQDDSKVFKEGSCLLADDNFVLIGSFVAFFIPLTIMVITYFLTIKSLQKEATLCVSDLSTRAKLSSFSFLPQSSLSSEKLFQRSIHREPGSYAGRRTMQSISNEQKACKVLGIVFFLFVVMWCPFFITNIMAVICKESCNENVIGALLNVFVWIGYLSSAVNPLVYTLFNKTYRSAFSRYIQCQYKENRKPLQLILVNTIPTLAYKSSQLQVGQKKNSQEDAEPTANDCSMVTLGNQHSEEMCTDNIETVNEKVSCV
# N-glyco inh: increase of ERlucT glycosylation luciferase signal, primary screen, N-linked glycosylation inhibitor project, D54 ERlucT cells, luminescence, set 2. D54 ERlucT glycosylation luciferase reporter, 24 h; percent of 100 nM tunicamycin response. 360,000 compounds, 0.23% hits. reporter increase, % at 12.5 µM;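 active means mean luciferase reporter signal, scaled so untreated is 0 and the glycosylation-blocking control 100, at or above a set limit in every replicate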;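 further: luciferase carries N-glycosylation sites so blocking glycosylation raises the light; 0% = median of neutral control wells and 100% = median of 100 nM tunicamycin wells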
# Vif inh: HIV Vif self-association inhibitors, primary screen, imaging, HEK293T, single point; HEK293T cells, Vif self-association by quenched fluorescence, 24 h; inhibition, % at 7.49 µM; 340,000 compounds, 0.35% hits; AID 602346, 2012; in the data active means inhibition above about 50%, passing the limit was not always enough; further: some results filed as inactive read as strong as hits
# Starred values were filed as active, the others as inactive; / = not tested or not shown.
SMILES,ABCB6 inh MLPCN,MC4R ag barr,H9c2 protect,MC4R antagonist,PDI turbidity,CaV13 FRET inh,aDG glyco up,m5-HT2A agonist,N-glyco inh,Vif inh
C=CCOc1ccc(CNc2nccs2)cc1,97,1.4,-6,3,6,/,0.3,-4,-1,-3
Cc1ccc(-c2noc(-c3ccccc3C(=O)NCC3CCCO3)n2)cc1 (centres undefined),96,-0.5,-12,0,15,0,-0.2,0,-2,2
COc1ccc(C(=O)Nc2ccc3oc(-c4cccnc4)nc3c2)cc1OC,97,-1.7,34,13,-4,0,-0.4,6,-3,-3
O=C(N/N=C/c1ccc(Br)cc1)c1ccc(NC(=O)c2ccccc2)cc1,100,-1.4,4,10,-12,-1,-0.2,-1,0,-3
CC(C)NC(=O)COc1ccc(S(=O)(=O)N2CCOCC2)cc1,97,-2.9,-16,4,-5,-3,-0.1,-2,0,-2
C/C(=N\N1CCCCC1)c1ccccc1O,101,-0.9,-3,6,-12,-4,0.0,2,3,-4
N#CCC1(O)C(=O)N(Cc2ccccc2)c2ccccc21 (centres undefined),94,/,/,/,/,-10,0.2,-3,/,/
COc1ccc(C2C(C(=O)Nc3cccnc3)=C(C)Nc3nc(-c4ccco4)nn32)cc1 (centres undefined),105,-1.6,12,-3,/,-2,-0.1,2,-1,-3
Cc1cc(F)ccc1S(=O)(=O)Nc1ccc(C(=O)N(C)Cc2ccco2)cc1,105,-1.0,-3,2,-6,-18,-0.1,2,1,/
COc1ccc(O)c(-c2[nH]ncc2C(=O)c2ccccc2)c1,103,-1.9,3,2,0,/,0.7,-5,-6,-11
Clc1ccc(OCc2nnc(-c3ccccc3Br)o2)c(Cl)c1,102,2.1,-13,-3,-6,-8,0.0,3,-9,0
COc1ccc([N+](=O)[O-])cc1NC(=O)CCS(=O)(=O)c1ccc(Br)cc1,120,-2.7,-1,-4,-36,-18,-0.1,3,3,/
CN1OC[C@@H]2CN(C(=O)C(C)(C)C)[C@H](c3ccc(-n4ccnc4)cc3)C[C@@H]21,100,/,5,/,/,-6,-0.1,8,3,3
CCS(=O)(=O)c1ccc2c(c1)NC(=O)C(CCCl)O2 (centres undefined),99,-0.9,7,2,0,-3,-0.1,3,2,12
CCc1cccc(OCCn2nc(C(=O)O)c3ccccc3c2=O)c1,90,7.2,44,-7,2,7,0.0,3,3,-1
O=C(NC(=S)Nc1ncccn1)c1ccc(Cl)cc1Cl,99,-2.4,-14,-1,2,-7,-0.2,1,-1,-4
CCOC(=O)CSc1nnc2c3ccccc3n(C)c2n1,92,-0.4,4,1,-7,-1,0.0,5,-1,4
COC(=O)c1cc(C#N)c(Oc2ccc(F)cc2)nc1C,99,1.8,-5,5,-2,/,0.0,-1,-1,1
Cc1ccc(C)c(-n2c3nc(=O)n(C)c(=O)c-3cc3ccccc32)c1,99,-2.2,3,4,-2,1,0.0,3,4,6
CC(C)C[C@]1(c2ccccc2)ON(c2ccccc2C(F)(F)F)C1=O,100,0.2,4,7,-4,-12,0.1,7,-1,2

# Ordered by molar mass (falling): some entries from above
SMILES,ABCB6 inh MLPCN,MC4R ag barr,H9c2 protect,MC4R antagonist,PDI turbidity,CaV13 FRET inh,aDG glyco up,m5-HT2A agonist,N-glyco inh,Vif inh
COc1ccc([N+](=O)[O-])cc1NC(=O)CCS(=O)(=O)c1ccc(Br)cc1,120,-2.7,-1,-4,-36,-18,-0.1,3,3,/
CN1OC[C@@H]2CN(C(=O)C(C)(C)C)[C@H](c3ccc(-n4ccnc4)cc3)C[C@@H]21,100,/,5,/,/,-6,-0.1,8,3,3
CC(C)C[C@]1(c2ccccc2)ON(c2ccccc2C(F)(F)F)C1=O,100,0.2,4,7,-4,-12,0.1,7,-1,2
CC(C)NC(=O)COc1ccc(S(=O)(=O)N2CCOCC2)cc1,97,-2.9,-16,4,-5,-3,-0.1,-2,0,-2
Cc1ccc(C)c(-n2c3nc(=O)n(C)c(=O)c-3cc3ccccc32)c1,99,-2.2,3,4,-2,1,0.0,3,4,6
C=CCOc1ccc(CNc2nccs2)cc1,97,1.4,-6,3,6,/,0.3,-4,-1,-3
C/C(=N\N1CCCCC1)c1ccccc1O,101,-0.9,-3,6,-12,-4,0.0,2,3,-4

# Further results follow:
SMILES,ABCB6 inh MLPCN,MC4R ag barr,H9c2 protect,MC4R antagonist,PDI turbidity,CaV13 FRET inh,aDG glyco up,m5-HT2A agonist,N-glyco inh,Vif inh
Cc1ccc(S(=O)(=O)NCC(c2ccc3c(c2)OCO3)N2CCOCC2)cc1 (centres undefined),99,-4.4,-7,15,-9,-14,-0.3,-1,1,/
Cc1ccc(Cn2c(C3CCCN3c3nc(C)cs3)nc3cc(C(F)(F)F)ccc32)cc1 (centres undefined),100,2.8,-19,9,-5,/,0.4,5,0,-5
CC1(C)CC(=O)C(CC(=O)NC2CCCc3ccccc32)C(=O)C1 (centres undefined),96,-2.4,1,4,-3,-38,-0.4,-5,1,-2
CC(=O)c1ccc(NC(=S)NCCc2cccc(Cl)c2)cc1,95,-2.5,-30,2,-1,1,1.5,-8,0,4
N#Cc1ccc(OCc2nnc(SCC(=O)c3ccccc3)n2-c2ccccc2)cc1,100,3.7,-2,-3,-2,/,0.2,-3,-6,8
CC(C)=Nc1ccccc1C1COC(=O)C1=N (centres undefined),101,-2.0,-3,3,-2,-3,-0.1,1,-1,0
O=C(CSc1nc(=O)n2ccccc2n1)N1N=C(c2cccs2)CC1c1ccc(F)cc1 (centres undefined),97,-2.6,6,-11,-2,-15,-0.4,-9,-2,10
O=C(Nc1c(Br)cc2c(c1Br)Cc1cc([N+](=O)[O-])ccc1-2)C(Cl)Cl,103,-3.4,4,17,1,-9,0.1,2,0,-9
COc1ccc(C(=O)N2CCN(c3ncccn3)CC2)cc1S(=O)(=O)N1CCOCC1,94,-0.7,8,-2,2,-17,-0.3,0,0,4
COc1ccc(Cl)cc1-c1nc(N)nc(N(C)C)n1,101,-0.9,9,2,-6,-2,-0.3,5,3,-13
COc1ccc(NC(=O)CSc2ncnc3c2cnn3Cc2ccccc2)cc1,92,7.3,-11,2,-4,-6,0.1,-6,0,6
C[C@@H]1CN([C@H](C)CO)S(=O)(=O)c2ccc(Br)cc2O[C@H]1CN(C)S(C)(=O)=O,101,1.0,5,21,-4,-7,-0.1,-5,2,/
Cc1ccc(/C=N/NC(=O)c2nnn(-c3nonc3N)c2-c2cccs2)cc1,103,-1.8,-4,-5,2,-14,-0.3,-9,15,0
CC(C)(C)NC(=O)C1(C)CCC(=O)N1C1CCN(Cc2ccccc2)CC1 (centres undefined),102,/,5,/,/,-9,0.0,-2,-1,/
COc1ccc(C2NC(=S)NC3=C2CCc2cc(OC)ccc23)cc1 (centres undefined),95,-2.3,-1,-6,-6,-5,0.0,-1,4,/
O=C(Cc1ccccc1)Nc1cc2c(cc1Cl)OCCCO2,105,-1.7,9,21,-2,-11,-0.1,-1,-1,-2
CCCn1c(N)c(CC)c(=O)[nH]c1=O,99,-2.6,23,0,2,0,0.0,1,5,-6
CCCCNCCS(=O)(=O)NCc1ccccc1OC,99,-0.8,-1,-1,-5,-9,0.9,0,-1,2
CC(C)=CCC[C@](C)(O[C@@H]1O[C@H](CO[C@@H]2OC[C@@H](O)[C@H](O)[C@H]2O)[C@@H](O)[C@H](O)[C@H]1O)C1CC[C@]2(C)C1[C@H](O)CC1[C@@]3(C)CC[C@H](O[C@@H]4O[C@H](CO)[C@@H](O)[C@H](O)[C@H]4O)C(C)(C)C3CC[C@]12C (some centres undefined),100,-1.0,0,8,24,-4,-0.2,-4,3,0
O=C(c1cc2ncc(Br)cn2n1)N1CCN(C(=O)c2ccco2)CC1,192,-0.2,2,-3,-6,/,0.1,4,2,/

# Individual results from above:
# `O=C(Nc1c(Br)cc2c(c1Br)Cc1cc([N+](=O)[O-])ccc1-2)C(Cl)Cl` @ m5-HT2A agonist = 2
# `Cc1ccc(Cn2c(C3CCCN3c3nc(C)cs3)nc3cc(C(F)(F)F)ccc32)cc1` (centres undefined) @ MC4R antagonist = 9

# (listing goes on)
SMILES,ABCB6 inh MLPCN,MC4R ag barr,H9c2 protect,MC4R antagonist,PDI turbidity,CaV13 FRET inh,aDG glyco up,m5-HT2A agonist,N-glyco inh,Vif inh
O=C(Nc1cccc(OC(F)(F)F)c1)C1Cc2c(-c3cccc(F)c3)ccnc2O1 (centres undefined),95,1.7,-12,-4,-2,-7,0.4,-4,-2,-8
Cc1cccc2sc(N(CCN(C)C)C(=O)/C=C/c3cccs3)nc12,99,0.0,-10,3,-7,-6,-0.2,-6,4,3
COc1ccc(F)cc1C(=O)C1CCCN(C(=O)c2ccccc2N(C)C)C1 (centres undefined),91,0.7,-1,8,-4,-2,-0.2,-5,-1,4
NNC(=O)c1cc2c(s1)-c1cc(Cl)ccc1SC2,122,-1.6,29,1,-5,-6,-0.1,0,1,/
O=C(CC1(O)C(=O)N(C/C=C/c2ccccc2)c2ccccc21)c1ccccn1 (centres undefined),99,1.0,-4,-22,-2,-4,0.0,0,16,0
Cc1ccc(C(=O)Nc2ccc(C)c(S(=O)(=O)Nc3ccccc3Cl)c2)s1,97,2.6,-5,11,-5,-4,0.5,-1,-4,-3
CCc1nn(C)c(-c2n[nH]c(=S)n2N)c1Cl,113,-1.1,8,-2,3,/,1.7,-3,3,3
CC1CCCC(NC(=O)c2ccncc2)C1C (centres undefined),93,0.2,4,2,-8,-4,-0.1,2,-1,-2
O=C(NNc1nc(-c2ccccc2)c2cc(Br)ccc2n1)c1ccc(S(=O)(=O)N2CCCCC2)cc1,96,-0.3,8,12,0,-3,-0.1,0,-2,-2
CCOC(=O)Cc1csc(NC(=O)CCCC(=O)O)n1,102,-1.2,5,7,7,-20,-0.2,4,-2,7
Cc1ccc(OC2=NS(=O)(=O)c3ccccc32)cc1,83,-0.4,-1,9,-6,-4,0.1,3,0,5
CCCCn1cnc2c(SCc3ccccn3)nc(N)nc21,97,0.4,3,0,-12,-6,-0.2,0,7,-1
COc1cccc(CNCCNC(=O)c2ccco2)c1OC,76,-0.1,0,2,-2,-4,0.1,9,1,7
